PAFAH1B3 FP inh – PAFAH1B3 enzyme inhibitors, primary screen, biochemical, fluorescence polarization, human; Platelet-activating factor acetylhydrolase IB subunit alpha1 (Homo sapiens), Q15102; recombinant PAFAH1B3, FP-rhodamine probe; inhibition, % at 3.39 µM; 340,000 compounds, 0.28% hits;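 active = inhibition above the screen-wide average of all tested compounds plus 3 SD, cut at about 25% in these data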;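 note: 0% = enzyme with DMSO only and 100% = wells lacking PAFAH1B3 protein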
Fam108B counter – mouse Fam108B serine hydrolase inhibitors, primary screen, counter-screen for RBBP9 inhibitor project, biochemical, fluorescence polarization. recombinant Fam108B, FP-Rh probe fluorescence polarization. inhibition, % at 9.51 µM. 300,000 compounds, 0.33% hits;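 active = inhibition above the screen mean inhibition plus 3 SD, computed separately per campaign, cut at about 18% in these data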;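 note: inhibitors lower polarization as less probe binds the enzyme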
GSTO1 counter – inhibitors of recombinant GSTO1, primary screen, counter-screen for RBBP9 inhibitor project, biochemical, fluorescence polarization | activity-based probe fluorescence polarization | 300,000 compounds, 1.1% hits | Glutathione S-transferase omega-1 (Homo sapiens), P78417 | AID 1974, 2009 | inhibition, % at 5.96 µM;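 active = inhibition above the campaign mean inhibition plus 3 SD, cut at about 35% in these data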;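 note: 0% = GSTO1-1 with DMSO and 100% = wells lacking GSTO1-1 enzyme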
PME-1 inh – PME-1 inhibitors via competitive probe labeling, primary screen, biochemical, fluorescence polarization, FP-Rh probe, HTS; 320,000 compounds, 0.53% hits; AID 2130, 2009; Protein phosphatase methylesterase 1 (Homo sapiens), Q9Y570; inhibition, % at 5.9 µM; recombinant PME-1;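 active = inhibition above the campaign mean of all compounds plus 3 SD, cut at about 26% in these data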;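 note: competitive labeling of PME-1 active site by serine hydrolase directed probe; 0% = PME-1 with DMSO and 100% = wells lacking PME-1 enzyme; inhibitors block probe labeling so polarization falls and inhibition rises; many of its hits are not listed in these tables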
LYPLA1 counter – LYPLA1 inhibitors, primary screen, counter-screen for PME1 inhibitor project, biochemical, fluorescence polarization, FP-Rh probe ABPP | inhibition, % at 5.9 µM | 320,000 compounds, 0.16% hits | recombinant LYPLA1 | AID 2174, 2009;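 active = inhibition above the mean of all tested compounds plus 3 SD, set per campaign, cut at about 14% in these data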;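 note: inhibitors block serine hydrolase probe labeling of LYPLA1 so polarization falls; 0% = enzyme with DMSO and 100% = wells lacking LYPLA1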
PAD4 FP inh – human PAD4 inhibitors, primary screen, biochemical, fluorescence polarization, 1536-well format. Protein-arginine deiminase type-4 (Homo sapiens), Q9UM07. recombinant PAD4, RCA probe fluorescence polarization. inhibition, % at 6.36 µM. 330,000 compounds, 0.41% hits;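 active = percent inhibition above a cutoff equal to the mean of all tested compounds plus 3 SD, cut at about 15% in these data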;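 note: 0% = PAD4 with RCA probe and DMSO and 100% = probe without PAD4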
Target sequence (Q9UM07 whole entry, looked up): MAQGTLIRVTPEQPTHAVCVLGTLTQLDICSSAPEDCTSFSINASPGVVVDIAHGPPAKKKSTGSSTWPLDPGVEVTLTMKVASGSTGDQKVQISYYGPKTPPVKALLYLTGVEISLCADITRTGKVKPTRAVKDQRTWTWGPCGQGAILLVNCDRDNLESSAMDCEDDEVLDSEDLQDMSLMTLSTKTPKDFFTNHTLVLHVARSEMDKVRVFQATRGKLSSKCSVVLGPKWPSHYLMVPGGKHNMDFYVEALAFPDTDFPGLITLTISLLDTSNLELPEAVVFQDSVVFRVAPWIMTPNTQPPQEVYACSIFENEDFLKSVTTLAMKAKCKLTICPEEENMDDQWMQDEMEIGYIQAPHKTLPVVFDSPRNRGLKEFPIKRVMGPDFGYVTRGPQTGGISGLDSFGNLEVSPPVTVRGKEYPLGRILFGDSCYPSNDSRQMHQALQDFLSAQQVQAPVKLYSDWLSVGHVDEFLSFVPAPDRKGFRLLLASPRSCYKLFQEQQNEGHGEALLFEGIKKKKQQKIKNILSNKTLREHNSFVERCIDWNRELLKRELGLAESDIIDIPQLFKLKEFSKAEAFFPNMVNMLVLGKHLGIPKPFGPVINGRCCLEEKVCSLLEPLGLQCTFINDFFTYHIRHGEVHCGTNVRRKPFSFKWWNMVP
PAFAH2 inh – PAFAH2 enzyme inhibitors, primary screen, biochemical, fluorescence polarization, human. recombinant PAFAH2, FP-rhodamine activity probe. inhibition, % at 3.39 µM. 340,000 compounds, 0.99% hits;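 active = inhibition above the mean over all tested compounds plus 3 SD, cut at about 30% in these data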;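 note: inhibitors block probe labeling of enzyme so polarization drops; 0% = enzyme with DMSO and 100% = wells lacking PAFAH2 protein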
PAFAH1B2 inh – PAFAH1B2 enzyme inhibitors, primary screen, biochemical, fluorescence polarization, human; Platelet-activating factor acetylhydrolase IB subunit alpha2 (Homo sapiens), P68402; recombinant PAFAH1B2, FP-rhodamine activity probe; inhibition, % at 3.39 µM; 340,000 compounds, 1.2% hits;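 active = inhibition above the mean of all tested compounds plus 3 SD, cut at about 24% in these data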;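 note: 0% = enzyme with DMSO and 100% = wells lacking PAFAH1B2; many of its hits are not listed in these tables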
pPAFAH FP inh – pPAFAH enzyme inhibitors, primary screen, biochemical, fluorescence polarization, human | recombinant pPAFAH, FP-rhodamine probe fluorescence polarization | Platelet-activating factor acetylhydrolase (Homo sapiens), Q13093 | inhibition, % at 3.39 µM | 330,000 compounds, 1.5% hits;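 active = inhibition above the mean inhibition across the screen plus 3 SD, cut at about 25% in these data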;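 note: inhibitors block binding of the rhodamine activity-based probe so polarization drops; 0% = enzyme with DMSO and 100% = wells lacking pPAFAH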
Target sequence (Q13093 whole entry, looked up): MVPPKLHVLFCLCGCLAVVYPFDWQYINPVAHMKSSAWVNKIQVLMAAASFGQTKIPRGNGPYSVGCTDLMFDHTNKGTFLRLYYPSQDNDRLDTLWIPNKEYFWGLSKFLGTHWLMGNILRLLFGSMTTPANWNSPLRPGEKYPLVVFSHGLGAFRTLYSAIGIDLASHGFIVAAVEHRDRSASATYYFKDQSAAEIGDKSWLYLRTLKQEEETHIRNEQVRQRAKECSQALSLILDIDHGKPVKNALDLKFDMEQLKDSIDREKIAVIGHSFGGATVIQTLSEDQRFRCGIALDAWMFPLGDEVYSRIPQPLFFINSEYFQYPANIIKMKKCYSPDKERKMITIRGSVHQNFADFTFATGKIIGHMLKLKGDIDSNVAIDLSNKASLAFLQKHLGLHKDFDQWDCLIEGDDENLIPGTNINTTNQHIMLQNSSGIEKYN
Numbers without * were called inactive; . = not tested or not shown. Some of the compounds tested. The share of hits here may be higher or lower than overall.

SMILES	PAFAH1B3 FP inh	Fam108B counter	GSTO1 counter	PME-1 inh	LYPLA1 counter	PAD4 FP inh	PAFAH2 inh	PAFAH1B2 inh	pPAFAH FP inh
O=[N+]([O-])c1ccc(-n2cccc2/C=N/Nc2nc(N3CCCCC3)nc(N3CCCCC3)n2)cc1	.	-2.3	-8.5	-4.4	1.6	-1.5	.	.	2.9
CC(C)CN(C(=O)COC(=O)c1ccc([N+](=O)[O-])o1)C1CCS(=O)(=O)C1 (centres undefined)	3.5	-0.1	9.7	-6.2	1.6	-12.0	-1.5	3.2	8.1
CNC(=O)NC(=O)C(C)OC(=O)c1c(C)noc1C (centres undefined)	3.7	2.2	9.1	-13.4	-2.5	-2.7	6.3	2.7	-0.8
COC(=O)c1ccc(Cl)c(NC(=O)CN(c2ccccc2)S(=O)(=O)c2ccc(OC)cc2)c1	-3.7	-7.2	-0.2	-12.8	-6.3	0.9	-6.3	1.3	1.0
COC(=O)c1nnn(CC(=O)NC(=O)Nc2c(C)cccc2C)c1C(=O)OC	5.6	-2.6	2.9	1.9	-3.4	1.2	-3.0	-0.1	1.0
CCOC(=O)Cc1csc(SCc2nc3ccccc3c(=O)[nH]2)n1	4.0	0.5	4.1	5.7	2.9	-0.9	-1.1	6.8	3.0
N#Cc1ccc(NC(=O)c2cc(S(=O)(=O)N3CCOCC3)ccc2N2CCCC2)cc1	-2.6	1.4	7.9	-3.3	0.3	-2.9	-6.3	5.0	2.7
CN(Cc1ccc(Cl)c(Cl)c1)C(=O)C1=CC=CN2CCS(=O)(=O)N=C12	9.5	.	.	1.6	-0.3	6.2	-2.7	-1.4	1.4
O=c1c2c3n(c(=O)nc2[nH]n1-c1ccccc1)CCCCC3	1.7	-2.8	-7.9	-3.2	0.1	3.0	6.0	-8.2	1.1
O=C(COC(=O)c1cccc(S(=O)(=O)N2CCCC2)c1)Nc1ccccc1	8.0	2.7	9.3	4.5	-5.3	-0.3	72.4*	4.8	7.7
CC(CC(=O)N1CCN(S(=O)(=O)c2ccc([N+](=O)[O-])cc2)CC1)c1ccccc1 (centres undefined)	6.3	.	.	6.6	-1.5	1.0	-7.7	17.6	-0.4
COCCn1nnnc1C(c1ccccc1)N1CCN(C(=O)c2ccco2)CC1 (centres undefined)	-5.5	-1.6	2.3	-0.1	2.6	-1.0	-3.5	0.1	0.6
Cc1ccc(-n2c(-c3ccco3)nc3nc4ccccc4nc32)cc1	1.2	1.3	-1.9	0.3	0.7	-0.8	3.0	-2.1	1.7
COc1ccc(CNC(=O)CCS(=O)(=O)c2cc3c(cc2Cl)NC(=O)CO3)cc1	-1.8	0.5	1.9	2.1	-1.7	-5.8	4.9	-1.1	-0.9
Cn1c2ccccc2c(=O)c2ccc(F)cc21	-1.9	-0.5	2.1	5.6	1.3	2.3	-2.6	0.5	-4.2
O=C(Nc1ccc(N2CCOCC2)c(Cl)c1)c1c(F)c(F)c(F)c(F)c1F	4.0	1.2	-5.7	-2.3	2.7	-3.1	-5.1	5.9	-4.4
CCCOc1ccc(-c2nnc(-c3cccs3)o2)cc1	-7.0	0.8	4.1	-26.5	-1.0	-0.6	-8.1	-4.5	0.1
O=c1c2ccccc2c(C=NCCc2ccccc2)c(O)n1Cc1ccccc1	-1.7	-1.8	-2.4	-5.2	-1.8	-3.3	-1.2	5.3	1.3
COC(=O)c1cc(OC)c(OC)cc1NC(=O)C(C)c1ccc([N+](=O)[O-])cc1 (centres undefined)	-0.3	-2.1	0.4	1.8	1.9	-6.4	0.3	4.4	0.5
O=C(NCCc1nc(-c2ccccc2)no1)c1ccccc1	4.5	-5.5	7.7	-11.7	0.6	1.1	-5.9	8.9	0.2
CC1=CC(C)(C)Nc2ccc(OC(=O)CN3C(=O)C4CCCCC4C3=O)cc21 (centres undefined)	7.3	0.2	48.4*	0.4	0.2	-7.7	7.2	6.8	1.9
COc1ccc(-c2sc3ccccc3c2C#CCO)cc1	-2.6	-4.3	-1.3	-1.3	-6.8	-3.5	-11.5	1.8	12.1
Cc1ccc2nc(Cl)c(C#N)cc2c1	4.7	2.4	6.5	-0.6	4.2	5.2	0.1	2.6	6.3
CCn1nnc(NC(=O)c2ccc(-c3ccc(Cl)cc3)o2)n1	0.1	-4.8	-8.7	-12.3	-0.8	-8.3	-1.5	9.4	0.7
Cc1ccc(OCC(=O)N2CCN(S(=O)(=O)c3ccccc3)CC2)c([N+](=O)[O-])n1	-3.8	-2.4	4.6	2.4	-6.6	-0.3	4.2	9.7	-0.7
CC(=O)OCC1OC(n2ccc(=O)[nH]c2=O)C(O)C1O (centres undefined)	1.1	-3.2	-3.4	-3.7	-0.7	-3.4	3.3	2.1	-0.2
CC(C)NC(=O)Cn1c(SCC(=O)N2CCc3ccccc3C2)nc2ccccc21	0.4	-1.7	-5.4	-3.5	-0.3	-3.1	-3.2	5.2	2.2
Cc1ccccc1-c1nnc(SCc2ccccc2)o1	3.4	1.0	3.1	-1.5	-0.6	-0.1	0.8	0.8	4.6
O=C(CN1CCN(Cc2ccccc2)CC1)Nc1ccc(S(=O)(=O)N2CCOCC2)cc1	15.3	-1.2	5.3	1.6	1.0	-6.2	-1.1	3.7	2.4
CCCN1CCN(CCCNC(=O)c2cc3c(=O)n(C)c4ccccc4c3n2C)CC1	-4.8	-2.0	-7.6	-0.3	1.8	1.0	-3.5	7.7	-4.4
Cc1ccccc1-c1oc(C)c(C)[n+]1[O-]	4.4	-1.9	3.9	4.0	2.4	2.0	4.6	0.6	-2.7
COc1cccc(N2CCN(C(=O)c3cccc(NC4=NC5CS(=O)(=O)CC5S4)c3)CC2)c1 (centres undefined)	1.5	3.0	16.8	-4.8	2.6	2.8	1.2	3.0	1.2
O=C(Nc1nnc(SCc2cccnc2)s1)C1CC(=O)N(c2ccc(F)cc2)C1 (centres undefined)	6.8	-1.7	2.7	4.1	0.5	-5.8	6.8	4.8	12.6
O=C(COC(=O)C1CC2CCCC(C1)C2=O)NC(=O)c1ccccc1 (centres undefined)	0.6	.	.	-0.3	3.4	-1.0	0.4	3.9	-1.9
CN(Cc1nccn1C)C(=O)c1cc(COc2ccc3ncccc3c2)on1	3.9	2.9	-1.8	2.9	4.1	-7.7	0.7	2.4	4.6
O=C(CCC1CCCN(C(=O)Cc2ccc(F)cc2)C1)N1CCN(c2ccccn2)CC1 (centres undefined)	0.6	-1.6	4.8	-1.0	2.9	-4.0	-4.6	0.0	7.0
C/C(=N\NC(=O)CN1CCN(Cc2ccccc2)CC1)c1ccncc1	3.6	1.6	0.9	-2.7	-1.2	1.7	-0.7	1.8	-1.4
Cc1cc(C)c(N=C2CCCN2Cc2ccccc2)c(C#N)c1	-1.8	2.5	1.1	-3.1	-6.1	0.1	2.8	-2.9	-6.5
Cc1c(Cl)ccc2sc(NC(=O)C3CC3)nc12	-6.3	-5.8	-5.3	-3.5	-6.3	-5.3	-4.5	-1.6	-2.2
COCCCNC(=O)c1ccc2c(c1)nc(C)n2-c1cccc(C)c1	16.2	-0.8	-0.7	-2.3	-4.6	-1.8	0.1	0.6	2.7
CC1CCCC(NC(=O)COC(=O)c2cccc(NS(=O)(=O)/C=C/c3ccccc3)c2)C1C (centres undefined)	3.1	-9.0	-2.7	-11.3	-2.5	1.1	45.9*	2.0	9.5
O=C(NCCc1ccc(Cl)cc1)C1CCN(S(=O)(=O)c2ccc(-n3cnnn3)cc2)CC1	8.1	-5.2	-3.4	-3.9	1.0	-1.1	-3.1	14.7	0.7
CCN(CC(=O)N1CCOCC1)S(=O)(=O)c1ccccc1	7.8	0.5	-2.2	-6.7	-2.0	-0.3	0.6	3.0	2.9
Cc1ccc2oc(=O)c3cc(C(=O)Nc4cc(-c5cccc(F)c5)no4)sc3c2c1	.	5.0	3.4	-0.6	-1.5	-1.9	.	.	4.0
C[C@@H]1C[C@H]2[C@@H]3CCC4=CC(=O)C=C[C@]4(C)[C@@]3(F)[C@@H](O)C[C@]2(C)[C@@]1(O)C(=O)COP(=O)(O)O	8.5	2.3	10.9	3.5	-1.0	-1.9	-10.1	-4.0	-0.6
Cc1sc2nc(CSCC(=O)Nc3ccc(OC(F)F)cc3)[nH]c(=O)c2c1C	-1.6	-1.4	-0.1	-0.7	2.9	-1.1	0.0	17.9	1.9
O=C(Nc1cccc(S(=O)(=O)C(F)F)c1)c1ccc(S(=O)(=O)N2CCOCC2)cc1	8.5	0.1	-6.8	-1.2	-4.9	-7.5	4.3	3.1	1.8
CC1CCCCC1NC(=O)CSc1nc2ccccc2[nH]1 (centres undefined)	2.6	-0.9	6.0	-1.9	6.4	-3.4	7.7	-4.7	2.3
COc1cc2c(cc1NC(=O)CN1CCN(S(=O)(=O)c3ccccc3F)CC1)oc1ccccc12	0.7	-2.2	4.5	-4.5	-3.8	1.9	2.1	-0.3	5.4
Cc1cc(=O)[nH]c(SCC(=O)Nc2nc3ccccc3s2)n1	5.0	-1.0	1.2	1.5	1.7	4.6	8.2	0.2	1.6
N#C/C(=C\c1cc2ccccc2nc1N1CCCCC1)C(N)=O	-4.7	1.0	3.5	-1.6	0.1	0.5	-15.6	-6.5	2.4
CC[C@]12c3[nH]c4ccc(OC)cc4c3CCN1C(=O)C(CC(=O)NCc1ccc(OC)c(OC)c1)C[C@@H]2C(=O)N1CCN(C(=O)C2CC2)CC1 (some centres undefined)	-10.3	.	.	.	.	1.4	-9.3	-8.0	4.4
COc1ccc(-c2nn(-c3ccccc3)cc2/C=C/C(=O)N2CCN(c3ccccn3)CC2)cc1	-8.8	-23.7	-16.6	-25.2	-13.7	-5.9	-27.0	-8.9	-0.7
O=C(Nc1ccc2c(c1)OCCO2)C1CC(c2ccc(F)cc2)=NO1 (centres undefined)	12.7	4.1	4.1	-0.8	-3.1	-0.4	-0.9	2.6	1.7
O=C(COC(=O)c1cc(-c2ccc(F)cc2)nc2ccccc12)NCC1CCCO1 (centres undefined)	-0.6	-6.6	-1.9	6.4	-1.8	0.1	-4.1	4.8	3.1
O=C(CN1C(=O)S/C(=C\C=C\c2ccccc2)C1=O)N1CCCCC1	4.4	-6.1	2.1	-0.6	1.9	-1.6	-1.9	1.6	2.1

Retrieved by structure from the list above (2):
SMILES	PAFAH1B3 FP inh	Fam108B counter	GSTO1 counter	PME-1 inh	LYPLA1 counter	PAD4 FP inh	PAFAH2 inh	PAFAH1B2 inh	pPAFAH FP inh
CC1CCCCC1NC(=O)CSc1nc2ccccc2[nH]1 (centres undefined)	2.6	-0.9	6.0	-1.9	6.4	-3.4	7.7	-4.7	2.3
N#C/C(=C\c1cc2ccccc2nc1N1CCCCC1)C(N)=O	-4.7	1.0	3.5	-1.6	0.1	0.5	-15.6	-6.5	2.4

Screens: PubChem BioAssay, The Scripps Research Institute Molecular Screening Center
